Bioassay records deposited in PubChem by Broad Institute.
T cruzi HTS – intracellular Trypanosoma cruzi inhibition | activity score (inhibition), % at 5.01 µM | 22,000 tested, 4.9% active | intracellular Trypanosoma cruzi in host cells, plate reader; in the data active means activity score above about 55%;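 further: parasites and compound incubated about four days before reading; 0% = median of neutral control wells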
INS-1E ATP HTS – preserves ATP levels in cytokine-treated INS-1E cells. INS-1E cytokine-induced death, ATP luminescence, 48 h; normalised: neutral wells 0, positive control 100. protection from cytokine-induced ATP loss, % at 10 µM. 20,000 tested, 0.1% active;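 active means mean replicate protection from cytokine-induced ATP loss at least 50% and at least 75% of replicates each reaching 50%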
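assay system = INS-1E rat insulinoma cells | amount = 8000 cells per well | medium = phenol-red-free RPMI with 5% fetal bovine serum | doses = one compound concentration, pin transfer | timing = 48 h cytokine plus compound treatment, 10 min reagent incubation | also added = IL-1β, TNF-α and IFN-γ cytokine mix | signal = CellTiter-Glo luminescence measuring cellular ATP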
The depositor's hits bear a star; / = not tested or not shown. This is a subset (hit frequency here may not be typical).

Structure,T cruzi HTS,INS-1E ATP HTS
C[C@@H]1CN([C@H](C)CO)C(=O)c2cccc(NS(=O)(=O)c3ccc(Cl)cc3)c2O[C@H]1CN(C)S(=O)(=O)c1ccc(Cl)cc1,3,10
Cc1noc(C)c1NC(=O)Nc1ccc2c(c1)C(=O)N([C@H](C)CO)C[C@H](C)[C@H](CN(C)S(=O)(=O)c1cn(C)cn1)OCCCC[C@@H](C)O2,-23,6
C[C@@H]1CN([C@H](C)CO)C(=O)CCCn2cc(nn2)CO[C@@H]1CN(C)C(=O)Cc1ccccc1,-10,/
COc1ccc(S(=O)(=O)N(C)C[C@H]2Oc3ccc(NS(=O)(=O)c4ccccc4)cc3C(=O)N([C@@H](C)CO)C[C@@H]2C)cc1,-10,3
Cc1noc(C)c1NC(=O)N(C)C[C@H]1Oc2ccc(NS(=O)(=O)c3ccc(Cl)cc3)cc2CC(=O)N([C@@H](C)CO)C[C@@H]1C,-4,-2
C[C@@H]1CN([C@H](C)CO)C(=O)c2cccc(NS(=O)(=O)c3cccs3)c2O[C@H]1CN(C)Cc1ccc(C(F)(F)F)cc1,4,7
C[C@H](CO)N1C[C@H](C)[C@H](CN(C)C(=O)Nc2cccc3ccccc23)Oc2ccc(NS(=O)(=O)c3ccccc3)cc2C1=O,2,-8
C[C@@H]1CN([C@H](C)CO)C(=O)c2cccc(NS(C)(=O)=O)c2O[C@H]1CN(C)S(=O)(=O)c1ccc(F)cc1,-1,8
COc1ccc(NC(=O)Nc2ccc3c(c2)CC(=O)N([C@H](C)CO)C[C@H](C)[C@H](CN(C)C(=O)NC2CCCCC2)O3)cc1,-4,0
Cc1ccc(S(=O)(=O)N(C)C[C@H]2Oc3ccc(NC(=O)Nc4ccc5c(c4)OCO5)cc3C(=O)N([C@@H](C)CO)C[C@@H]2C)cc1,-12,11
CC(C)NC(=O)N(C)C[C@@H]1Oc2ccc(NC(=O)Cc3ccccc3)cc2CC(=O)N([C@@H](C)CO)C[C@@H]1C,-1,-6
C[C@H](CO)N1C[C@H](C)[C@H](CN(C)CC2CC2)Oc2ccc(NC(=O)CCC(F)(F)F)cc2CC1=O,-15,-10
COc1ccc(NC(=O)N(C)C[C@H]2Oc3ccc(NC(=O)c4ccncc4)cc3C(=O)N([C@H](C)CO)C[C@@H]2C)cc1,-9,1
C[C@H]1CN([C@@H](C)CO)C(=O)CCCn2cc(nn2)CO[C@H]1CN(C)C(=O)Nc1ccc(F)cc1,-11,/
C[C@H]1CN([C@@H](C)CO)C(=O)c2cccc(NC(=O)Nc3cccc4ccccc34)c2O[C@H]1CN(C)C(=O)Nc1ccc(F)cc1,31,-2
C[C@@H]1CN([C@@H](C)CO)C(=O)c2cccc(N(C)C)c2O[C@@H]1CN(C)C(=O)Nc1cccc2ccccc12,17,5
C[C@H](CO)N1C[C@H](C)[C@H](CN(C)C(=O)NC2CCCCC2)Oc2ncc(C#Cc3ccccc3)cc2C1=O,52,/
COc1ccc(S(=O)(=O)Nc2ccc3c(c2)C(=O)N([C@@H](C)CO)C[C@@H](C)[C@@H](CN(C)S(=O)(=O)c2cccs2)O3)cc1,-1,3
C[C@@H]1CN([C@H](C)CO)C(=O)c2cc(NC(=O)Cc3ccccc3)ccc2O[C@@H]1CN(C)C(=O)Nc1ccc2c(c1)OCO2,-7,5
CCOc1cc(/C=N/NC(=O)c2ccccn2)ccc1O,-5,3
C[C@@H]1CN([C@H](C)CO)C(=O)Cc2cc(NC(=O)c3ccncc3)ccc2O[C@H]1CN(C)Cc1ccc(C(F)(F)F)cc1,19,5
C[C@H](CO)N1C[C@H](C)[C@H](CN(C)Cc2ccc(C(F)(F)F)cc2)Oc2ccc(NC(=O)Nc3ccccc3)cc2CC1=O,26,-15
O=C(N/N=C/c1ccccc1O)c1ccccc1O,32,-135
C[C@@H]1CN([C@@H](C)CO)C(=O)c2cccc(NC(=O)c3ccc(-c4nccs4)cc3)c2O[C@H]1CN(C)CC1CC1,3,2
COc1ccc(NC(=O)N(C)C[C@@H]2Oc3ccc(NS(=O)(=O)c4cccs4)cc3CC(=O)N([C@H](C)CO)C[C@H]2C)cc1,-13,10
CC(C)NC(=O)Nc1ccc2c(c1)C(=O)N([C@H](C)CO)C[C@@H](C)[C@H](CN(C)Cc1ccc(Cl)c(Cl)c1)O2,3,-5
C[C@H](CO)N1C[C@H](C)[C@H](CN(C)C(=O)Nc2ccccc2)Oc2ccc(NC(=O)Cn3cnnn3)cc2C1=O,-14,10
C[C@@H]1CN([C@H](C)CO)C(=O)c2cccc(NC(=O)NC3CCCCC3)c2O[C@@H]1CN(C)Cc1ccc(-c2ccccc2)cc1,70*,-32
C[C@@H]1CCCCO[C@H](CN(C)Cc2ccc(C(F)(F)F)cc2)[C@@H](C)CN([C@H](C)CO)C(=O)c2cc(NC(=O)c3ccncc3)ccc2O1,-1,-1
COC(=O)CCCCCCC(=O)N/N=C/c1ccc(-c2ccccc2)cc1,8,25

One compound at a time (already shown):
Results for `C[C@H]1CN([C@@H](C)CO)C(=O)CCCn2cc(nn2)CO[C@H]1CN(C)C(=O)Nc1ccc(F)cc1` → T cruzi HTS: -11; INS-1E ATP HTS: /
Results for `Cc1noc(C)c1NC(=O)Nc1ccc2c(c1)C(=O)N([C@H](C)CO)C[C@H](C)[C@H](CN(C)S(=O)(=O)c1cn(C)cn1)OCCCC[C@@H](C)O2` → T cruzi HTS: -23; INS-1E ATP HTS: 6
Results for `COc1ccc(NC(=O)N(C)C[C@H]2Oc3ccc(NC(=O)c4ccncc4)cc3C(=O)N([C@H](C)CO)C[C@@H]2C)cc1` → T cruzi HTS: -9; INS-1E ATP HTS: 1

Shown with values under each structure: entries from further up
Values run as follows: T cruzi HTS | INS-1E ATP HTS
Cc1noc(C)c1NC(=O)N(C)C[C@H]1Oc2ccc(NS(=O)(=O)c3ccc(Cl)cc3)cc2CC(=O)N([C@@H](C)CO)C[C@@H]1C
  -4 | -2
C[C@@H]1CN([C@H](C)CO)C(=O)c2cccc(NS(=O)(=O)c3cccs3)c2O[C@H]1CN(C)Cc1ccc(C(F)(F)F)cc1
  4 | 7

A few values from the results shown.
CC(C)NC(=O)Nc1ccc2c(c1)C(=O)N([C@H](C)CO)C[C@@H](C)[C@H](CN(C)Cc1ccc(Cl)c(Cl)c1)O2 in INS-1E ATP HTS is entered as -5
C[C@H]1CN([C@@H](C)CO)C(=O)CCCn2cc(nn2)CO[C@H]1CN(C)C(=O)Nc1ccc(F)cc1 in T cruzi HTS is entered as -11

Carrying on.
Structure,T cruzi HTS,INS-1E ATP HTS
C[C@@H]1CN([C@H](C)CO)C(=O)c2cc(NC(=O)NC3CCCCC3)ccc2O[C@H]1CN(C)Cc1ccc(Cl)c(Cl)c1,13,-30
O=C(N/N=C/c1ccc(-n2ccnc2)cc1)c1ccccn1,7,-2
O=C(CCCCCC(=O)Nc1ccccc1O)N/N=C/c1ccccc1C(=O)O,-9,-7
C[C@@H]1CN([C@H](C)CO)C(=O)Cc2cc(NC(=O)Nc3ccc(C(F)(F)F)cc3)ccc2O[C@H]1CN(C)Cc1ccc(Cl)c(Cl)c1,11,4
O=C(N/N=C/c1ccc(Br)o1)c1ccccn1,23,-7
C[C@H]1CN([C@@H](C)CO)C(=O)c2cc(NC(=O)c3ccncc3)ccc2O[C@H]1CN(C)C,-25,9
COc1ccc(CN(C)C[C@@H]2Oc3ccc(NS(=O)(=O)c4ccc(OC)cc4)cc3CC(=O)N([C@H](C)CO)C[C@@H]2C)cc1,52,0
C[C@@H]1CN([C@H](C)CO)C(=O)c2cc(NS(C)(=O)=O)ccc2O[C@@H]1CN(C)C(=O)Nc1ccc2c(c1)OCO2,-7,8
C[C@H]1CN([C@@H](C)CO)C(=O)c2cc(NC(=O)Cc3ccccc3)ccc2O[C@@H]1CN(C)C(=O)NC1CCCCC1,-3,4
Cc1noc(C)c1NC(=O)N(C)C[C@H]1Oc2ccc(NS(=O)(=O)c3ccccc3)cc2C(=O)N([C@@H](C)CO)C[C@H]1C,-12,5
Cc1ccc(S(=O)(=O)N(C)C[C@H]2Oc3ccc(NC(=O)CCCCCC(=O)Nc4ccccc4N)cc3CC(=O)N([C@H](C)CO)C[C@H]2C)cc1,0,8
C[C@@H]1CN([C@@H](C)CO)C(=O)Cc2cc(NC(=O)CCCCCC(=O)Nc3ccccc3N)ccc2O[C@@H]1CN(C)Cc1ccncc1,-18,1
COc1ccc(NC(=O)Nc2ccc3c(c2)CC(=O)N([C@H](C)CO)C[C@@H](C)[C@@H](CN(C)C(=O)Nc2ccc4c(c2)OCO4)O3)cc1,-9,-2
Cc1ccc(S(=O)(=O)N(C)C[C@H]2Oc3ccc(N(C)C)cc3CC(=O)N([C@H](C)CO)C[C@H]2C)cc1,6,-6
COc1ccc(S(=O)(=O)Nc2ccc3c(c2)C(=O)N([C@@H](C)CO)C[C@@H](C)[C@@H](CN(C)Cc2ccc(C(=O)O)cc2)O3)cc1,-24,7
COc1ccc(NC(=O)N(C)C[C@@H]2Oc3ncc(C#Cc4ccc(C(F)(F)F)cc4)cc3C(=O)N([C@H](C)CO)C[C@@H]2C)cc1,83*,/
C[C@@H]1CN([C@H](C)CO)C(=O)c2cc(NS(=O)(=O)c3ccc(F)cc3)ccc2O[C@H]1CN(C)S(C)(=O)=O,-11,7
CC(C)NC(=O)Nc1ccc2c(c1)C(=O)N([C@@H](C)CO)C[C@@H](C)[C@H](CN(C)Cc1ccc(C(=O)Nc3ccccc3N)cc1)O2,22,7
C[C@H]1CN([C@@H](C)CO)C(=O)Cc2cc(NC(=O)CCC(F)(F)F)ccc2O[C@H]1CN(C)C,-12,13
C[C@@H]1CCCCO[C@H](CN(C)C)[C@@H](C)CN([C@H](C)CO)C(=O)c2cc(NC(=O)CCC(F)(F)F)ccc2O1,-23,7
COc1ccc(CN(C)C[C@@H]2OCCCC[C@@H](C)Oc3ccc(NS(C)(=O)=O)cc3C(=O)N([C@H](C)CO)C[C@@H]2C)cc1,6,5
COc1ccc(CN(C)C[C@H]2OCCCC[C@@H](C)Oc3ccc(NC(=O)NC4CCCCC4)cc3C(=O)N([C@H](C)CO)C[C@@H]2C)cc1,-4,-8
Cc1ccc(S(=O)(=O)N(C)C[C@H]2Oc3ccc(NS(=O)(=O)c4ccc(F)cc4)cc3C(=O)N([C@H](C)CO)C[C@@H]2C)cc1,6,0
C[C@H]1CN([C@@H](C)CO)C(=O)Cc2cc(NS(=O)(=O)c3ccc(F)cc3)ccc2O[C@@H]1CN(C)S(=O)(=O)c1ccccc1,-11,21
Cc1noc(C)c1NC(=O)N(C)C[C@@H]1Oc2ccc(NC(=O)Cn3cnnn3)cc2C(=O)N([C@H](C)CO)C[C@H]1C,-9,6
C[C@H]1CN([C@@H](C)CO)C(=O)c2cc(NC(=O)Cc3cn(C)c4ccccc34)ccc2O[C@@H]1CN(C)Cc1ccc2c(c1)OCO2,11,-16
Cc1noc(C)c1NC(=O)Nc1ccc2c(c1)C(=O)N([C@H](C)CO)C[C@H](C)[C@@H](CN(C)C(=O)NC1CCCCC1)O2,-7,4
CC(C)NC(=O)Nc1ccc2c(c1)C(=O)N([C@H](C)CO)C[C@H](C)[C@H](CN(C)Cc1ccc(Cl)c(Cl)c1)O2,-6,-7
C[C@H]1CN([C@@H](C)CO)C(=O)Cc2cc(NC(=O)c3ccncc3)ccc2O[C@H]1CN(C)C,-20,2
C[C@@H]1CN([C@H](C)CO)C(=O)c2cccc(NS(=O)(=O)c3cn(C)cn3)c2O[C@@H]1CN(C)C,-10,5

Structure,T cruzi HTS,INS-1E ATP HTS
C[C@H]1CN([C@@H](C)CO)C(=O)c2cc(NC(=O)Nc3ccc(F)cc3)ccc2O[C@@H]1CN(C)S(=O)(=O)c1ccccc1,-20,5
C[C@H]1CN([C@@H](C)CO)C(=O)c2cccc(NS(=O)(=O)c3ccc(F)cc3)c2O[C@@H]1CN(C)Cc1ccc(Cl)c(Cl)c1,16,-1
C[C@H]1CN([C@@H](C)CO)C(=O)c2cc(NS(=O)(=O)c3cccs3)ccc2O[C@H]1CN(C)Cc1ccc(C(=O)O)cc1,-9,-8
Cc1noc(C)c1NC(=O)Nc1ccc2c(c1)C(=O)N([C@H](C)CO)C[C@@H](C)[C@@H](CN(C)S(=O)(=O)c1cccs1)O2,-7,/
C[C@@H]1CN([C@H](C)CO)C(=O)c2cccc(NC(=O)Nc3ccc(F)cc3)c2O[C@@H]1CN(C)CC1CC1,-36,-9
C[C@@H]1CN([C@@H](C)CO)C(=O)c2cccc(NC(=O)Nc3ccc(F)cc3)c2O[C@@H]1CN(C)Cc1ccncc1,-5,6
COc1ccc(NC(=O)N(C)C[C@H]2Oc3ccc(NS(=O)(=O)c4cn(C)cn4)cc3CC(=O)N([C@@H](C)CO)C[C@@H]2C)cc1,5,-1
C[C@H]1CN([C@@H](C)CO)C(=O)c2cc(NC(=O)NC3CCCCC3)ccc2O[C@@H]1CN(C)C(=O)Nc1ccccc1,1,0
COc1ccc(CN(C)C[C@@H]2Oc3ccc(NC(=O)Cc4cn(C)c5ccccc45)cc3C(=O)N([C@H](C)CO)C[C@H]2C)cc1,-3,-2
C[C@@H]1CN([C@@H](C)CO)C(=O)c2cccc(NS(=O)(=O)c3ccc(Cl)cc3)c2O[C@@H]1CN(C)Cc1ccncc1,-3,0
Cc1ccc(S(=O)(=O)N(C)C[C@H]2OCCCC[C@@H](C)Oc3ccc(NS(=O)(=O)c4cn(C)cn4)cc3C(=O)N([C@H](C)CO)C[C@@H]2C)cc1,-20,-1
C[C@@H]1CCCCO[C@H](CN(C)C(=O)Nc2cccc3ccccc23)[C@@H](C)CN([C@H](C)CO)C(=O)c2cc(NS(=O)(=O)c3ccc(F)cc3)ccc2O1,4,-16
